Screening data from PubChem BioAssay.
All columns: NCI-60 one-dose screen, growth in % after 48 h at 10 µM unless noted; 100 = growth as untreated, 0 = no growth, -100 = all killed.
HS 578T: HS 578T breast cancer; hit rate 4.1% among 78,000
SK-MEL-2: SK-MEL-2 melanoma; hit rate 4.7% among 77,000
MDA-MB-435: MDA-MB-435 melanoma | hit rate 7.8% among 82,000
SK-MEL-28: SK-MEL-28 melanoma; hit rate 4.1% among 81,000; AID 1794761
BT-549: BT-549 breast cancer; hit rate 4.4% among 78,000; AID 1794793
LOX IMVI: LOX IMVI melanoma; AID 1794757; hit rate 7.4% among 79,000
T-47D: T-47D breast cancer. hit rate 5% among 79,000. AID 1794792
SK-MEL-5: SK-MEL-5 melanoma; hit rate 6.4% among 80,000; AID 1794755
The depositor's hits bear a star; . = not tested or not shown. Rule for the calls: active = growth percent below 10; inactive = the rest.

SMILES	HS 578T	SK-MEL-2	MDA-MB-435	SK-MEL-28	BT-549	LOX IMVI	T-47D	SK-MEL-5
Fc1cccc(COc2nccnc2NC(=S)Nc2cccc(Cl)c2)c1	97	101	102	103	95	.	.	94
O=C(O)c1cccc(F)n1	104	111	109	114	113	107	111	.
COc1cc(OC)c2oc(=O)c(-c3ccccc3)cc2c1	97	96	100	103	98	106	98	101
Cc1ccc(S(=O)(=O)NCCCN2c3nc4ccccc4cc3Sc3cc4ccccc4nc32)cc1	96	71	123	123	100	96	64	88
COc1ccc(N=C2NN=C(c3c[nH]c4ccccc34)CS2)cc1OC	53	19	-8.2*	64	-0.4*	45	58	52
O=C(Nc1cccc(Cl)c1)OCCOCCOC(=O)Nc1cccc(Cl)c1	94	113	102	116	78	87	94	94
CCc1ccc(-c2cc(-c3ccc(C)cc3)n(-c3ccc(S(N)(=O)=O)cc3)n2)cc1	100	91	99	104	111	97	64	89
c1ccc2c(-c3csc(-c4c[nH]c5ncccc45)n3)c[nH]c2c1	106	.	87	91	99	94	67	91
Cc1c(N)c(C)c(Br)c(C)c1N	104	105	106	107	.	93	91	101
CCOC(=O)c1cc(-c2cccnc2)nc2ccccc12	80	112	102	108	80	90	86	97
NNc1c2ccccc2nc2ccccc12	.	.	49	77	44	59	75	22
N#Cc1c(-c2ccco2)nc(SCC(=O)Nc2cccc(Cl)c2)[nH]c1=O	102	87	113	111	103	93	85	95
CCSc1ccnc(N)n1	117	106	112	114	117	100	104	107
CS(=O)(=O)c1ccc(-n2nc(-c3ccc(-c4ccccc4)cc3)c3ccccc3c2=O)cc1	98	113	96	108	91	.	89	.
Cc1cc(/C=C2\SC(=S)NC2=O)cc(C)c1O	31	88	76	88	74	60	52	91
CCOC(=O)c1c(C)nc2c(c1N)CC(=O)N2Cc1ccccc1	104	98	109	111	104	96	75	94
CCNc1ccc(-c2nc3ccccc3n3cccc23)cc1	79	88	81	86	90	73	55	71
Cc1ccc(S(=O)(=O)OCCC#N)cc1	108	110	104	109	.	101	118	108
NCCC(=O)NCc1ccccc1	95	108	110	109	97	101	75	101
CCCCCCC1(/C=N/NC(N)=S)NC(=O)NC1=O (centres undefined)	105	98	106	107	77	98	81	101
Nn1c(SCC(=O)Nc2ccc(F)cc2)nnc1-c1ccc(NC(=O)c2cccnc2)cc1	102	121	102	103	112	101	100	108
COC(=O)C1=NN(c2ccccc2)C2C3N(c4ccccc4)N=C(C(=O)OC)N3c3c(C)cccc3N12 (centres undefined)	113	75	127	111	88	91	89	95
CC1CCCCC1C(O)(C(=O)O)C1CCCCC1C (centres undefined)	.	94	108	102	110	105	86	101
O=c1[nH]c(N2CCC(Cc3ccccc3)CC2)nc2sc3c(c12)CCCC3	.	.	102	115	109	97	97	102
S=C1NCCOc2ccccc21	101	113	113	114	106	95	108	100

An excerpt from above, showing only HS 578T, SK-MEL-28 and LOX IMVI:
| structure | HS 578T | SK-MEL-28 | LOX IMVI |
| --- | --- | --- | --- |
| CCOC(=O)c1c(C)nc2c(c1N)CC(=O)N2Cc1ccccc1 | 104 | 111 | 96 |
| CCNc1ccc(-c2nc3ccccc3n3cccc23)cc1 | 79 | 86 | 73 |
| Cc1ccc(S(=O)(=O)OCCC#N)cc1 | 108 | 109 | 101 |
| NCCC(=O)NCc1ccccc1 | 95 | 109 | 101 |
| CCCCCCC1(/C=N/NC(N)=S)NC(=O)NC1=O (centres undefined) | 105 | 107 | 98 |

Retrieved by compound from the entries so far:
SMILES	HS 578T	SK-MEL-2	MDA-MB-435	SK-MEL-28	BT-549	LOX IMVI	T-47D	SK-MEL-5
CCSc1ccnc(N)n1	117	106	112	114	117	100	104	107
N#Cc1c(-c2ccco2)nc(SCC(=O)Nc2cccc(Cl)c2)[nH]c1=O	102	87	113	111	103	93	85	95

Back to the main list; the 4 compounds before the break are reprinted first.
SMILES	HS 578T	SK-MEL-2	MDA-MB-435	SK-MEL-28	BT-549	LOX IMVI	T-47D	SK-MEL-5
COC(=O)C1=NN(c2ccccc2)C2C3N(c4ccccc4)N=C(C(=O)OC)N3c3c(C)cccc3N12 (centres undefined)	113	75	127	111	88	91	89	95
CC1CCCCC1C(O)(C(=O)O)C1CCCCC1C (centres undefined)	.	94	108	102	110	105	86	101
O=c1[nH]c(N2CCC(Cc3ccccc3)CC2)nc2sc3c(c12)CCCC3	.	.	102	115	109	97	97	102
S=C1NCCOc2ccccc21	101	113	113	114	106	95	108	100
Cc1ccc(/C=N/c2n[nH]c(Nc3ccccc3)n2)cc1	109	109	95	106	116	102	107	100
O=C(Nc1ccc(S(=O)(=O)O)cc1)c1ccc([N+](=O)[O-])cc1	127	115	124	114	104	103	100	101
C#CCOc1ccc(/C=N/Nc2nc(-c3cc4cc(I)ccc4oc3=O)cs2)cc1	90	111	93	103	.	100	80	95
C1CN(c2nc(N3CCOCC3)c3[nH]c(N4CCOCC4)nc3n2)CCO1	109	106	116	120	101	107	105	111
Cc1ccccc1-n1cc(COC(=O)/C=C/c2cn(-c3ccccc3)nc2-c2ccc(Cl)cc2)nn1	83	97	92	102	94	75	81	80
O=c1oc(-c2ccc(Cl)cc2)nc2c(-c3ccc(Cl)cc3)nc3ccc(Cl)cc3c12	105	96	104	110	112	96	90	79
CCOc1ccccc1NC(=O)c1cc2ccccc2cc1O	52	37	49	88	85	51	52	26
COc1ccc2c(c1)CC/C(=C\c1ccc(OCC(=O)c3ccc(Cl)cc3)cc1)C2=O	119	86	109	100	105	140	76	99
Nc1nc2c(C(=O)Nc3ccc(Cl)cc3)c(Nc3ccccc3)nn2c(-c2ccc(Br)cc2)c1-c1nc2ccccc2s1	98	104	102	99	106	97	.	100
CCC1(CC)NC(=S)NC1=S	104	102	115	118	106	102	95	100
Cc1cccc(-n2c(C)nc3ccc(N4CCCNC4=O)cc3c2=O)c1	111	106	104	112	108	98	103	102
CCN(CC)CC(O)c1ccc(F)c2ccccc12 (centres undefined)	98	114	102	116	116	99	100	95
COC(=O)CNC(=O)c1ccc(NC(=O)c2[nH]c(C)c(Cl)c2Cl)c(O[C@H]2CCNC2)c1	93	108	105	115	102	94	101	101
COc1ccc(/C=C(\Cc2nc3ccccc3[nH]2)C(=O)c2nc3ccccc3[nH]2)cc1	99	.	108	111	102	91	86	98
CC(C)C1(C(C)C)NC(=O)NC1=O	93	108	114	96	111	102	109	92
COc1cc2nncc(SC)c2cc1OC	104	105	106	123	103	99	97	105
N#Cc1c(-c2ccc(Cl)cc2)nc(N/N=C/c2cccc(F)c2)nc1N1CCOCC1	99	99	96	100	104	88	89	94
O=C(S)c1cccc([N+](=O)[O-])c1	114	113	112	111	.	102	103	108
Cc1cccc(/C=C\C(=O)c2ccc(Br)cc2)c1	111	109	90	112	.	96	92	93
Cc1ccc(Cn2cc(CSc3nc4ccccc4o3)nn2)cc1	114	93	117	110	107	97	89	108
Fc1ccc(-c2cc(-c3ccco3)nc(OCCn3ccnc3)n2)cc1	112	100	109	114	99	.	101	.
CCCCOc1ccc(OC(=O)Nc2cc(Cl)ccc2OC)cc1	119	108	98	121	57	76	89	86
CC#CC#Cc1cccc(=O)o1	71	-47*	15	24	38	62	60	70
COC(=O)C(c1ccccc1)C(Br)C(=O)c1ccc(Cl)cc1 (centres undefined)	112	94	106	106	100	85	71	100
O=C(NCc1cn(Cc2cccc(Oc3ccccc3)c2)nn1)c1cccnc1Nc1ccc(F)cc1	77	.	-12*	72	87	54	83	41
Next part
SMILES	HS 578T	SK-MEL-2	MDA-MB-435	SK-MEL-28	BT-549	LOX IMVI	T-47D	SK-MEL-5
COc1ccc(-c2nn(-c3ccccc3)cc2C2C(C(=O)Nc3ccccn3)=C(C)NC(C)=C2C(=O)Nc2ccccn2)cc1	101	99	102	107	106	90	85	89
O=C(OCc1ccc2c(Br)cc(Br)c(O)c2n1)N1CCN(C(=O)c2cc3cc(F)ccc3[nH]2)CC1	80	106	98	98	.	93	87	96
COC(=O)CNC(=O)COc1c(OC)c(OC)cc2oc(-c3cccc(C(=O)Nc4ccc(Cl)cc4)c3)cc(=O)c12	-4.0*	13	29	20	1.9*	-33*	38	4.4*
O=c1[nH]c2ccc(Cl)cc2cc1CSc1nccc(-c2ccc3ccccc3c2)n1	84	96	101	112	104	100	88	84
CC(C(=O)NCCc1c[nH]c2ccccc12)N1C(=O)/C(=C/c2cccs2)SC1=S (centres undefined)	94	99	105	112	97	93	91	96
O=C1NC(c2ccccc2)=CC(c2ccc3c(c2)OCO3)N1 (centres undefined)	103	104	93	109	101	91	78	98
COC(=O)[C@@H]1CCCN1C(=O)C1=C(C)NC(=S)NC1c1cccc(O)c1 (some centres undefined)	103	105	105	118	102	94	79	95
CC1(C)Oc2cc3oc(=O)ccc3cc2C[C@@H]1OCCOS(=O)(=O)c1ccc(O)c(C(=O)O)c1	104	114	102	107	108	107	.	98
CC1(C)CC[C@]2(C(=O)Nc3ccc(F)cc3)CC[C@]3(C)C(=CCC4[C@@]5(C)C[C@@H](O)[C@H](O)[C@@](C)(CO)C5CC[C@]43C)C2C1 (some centres undefined)	45	46	40	53	33	27	16	-48*
CCCOCC(O)CNCCN (centres undefined)	112	116	99	110	110	104	103	106
Fc1ccc(C2Oc3ccccc3C3CC(c4ccco4)=NN32)cc1 (centres undefined)	93	99	97	99	95	97	100	97
C=C(C)[C@@H]1CC[C@]2(COC(=O)c3cccc(OC(C)=O)c3OC(C)=O)CC[C@]3(C)[C@H](CC[C@@H]4[C@@]5(C)CC[C@H](OC(=O)c6cccc(OC(C)=O)c6OC(C)=O)C(C)(C)[C@@H]5CC[C@]43C)[C@@H]12	92	88	99	94	109	79	60	97
CC(=O)Nc1ccc2c(c1)C(=O)c1ccccc1C2=O	107	108	110	110	102	97	98	94
O=C1/C=C/[C@@H](O)[C@@H]2C[C@@H](O)C[C@H]2/C=C/CCC[C@H](CO)O1	36	.	19	-19*	20	-45*	32	-88*
CCc1c(C)c2cc3nc(-c4ccc(N(C)C)cc4)oc3c(C)c2oc1=O	100	90	101	109	96	97	67	106
CC(=O)N(Cn1c(=O)[nH]c2ccccc2c1=O)c1nc2ccccc2c(=O)o1	92	96	95	103	110	76	101	98
O=C(O)C1CC1(Cl)Cl (centres undefined)	89	113	100	108	102	103	101	91
BrCCCOc1ccc(Oc2ccc(OCCCBr)cc2)cc1	93	97	107	99	91	51	113	97
CC(C)n1cnc2c(Cl)ncnc21	97	106	103	105	106	95	84	102
CCCCCC(=O)Nc1ccc(S(N)(=O)=O)cc1	109	101	117	106	100	104	93	107
O=C(NS(=O)(=O)c1ccc2ccccc2c1)n1ccc2c(Cl)ccnc21	118	95	96	104	105	103	109	107
NC(=O)NN=C1CCCCC1	101	96	108	118	.	98	102	98
O=C(CCCn1c(O)c(/C=C2\C=Nc3ccccc32)sc1=S)NCCc1ccc(O)cc1	96	105	102	103	103	87	90	90
CC(=N\O)/C(=N/O)c1ccccc1	92	120	100	109	112	101	109	101
Oc1ccccc1/C=N/c1ncn[nH]1	119	117	100	101	111	99	110	117

Compound profiles, from the list above. Screens in order: HS 578T, SK-MEL-2, MDA-MB-435, SK-MEL-28, BT-549, LOX IMVI, T-47D, SK-MEL-5
CCCCCC(=O)Nc1ccc(S(N)(=O)=O)cc1 across the screens: 109, 101, 117, 106, 100, 104, 93, 107
O=C(O)C1CC1(Cl)Cl (centres undefined) across the screens: 89, 113, 100, 108, 102, 103, 101, 91
O=C1/C=C/[C@@H](O)[C@@H]2C[C@@H](O)C[C@H]2/C=C/CCC[C@H](CO)O1 across the screens: 36, ., 19, -19*, 20, -45*, 32, -88*

The list goes on.
SMILES	HS 578T	SK-MEL-2	MDA-MB-435	SK-MEL-28	BT-549	LOX IMVI	T-47D	SK-MEL-5
Nc1nc(-c2cccnc2)nc2c1sc(=S)n2-c1ccccc1	91	101	111	116	101	94	91	99
N#Cc1c(Nc2ccccc2)nn2c(-c3ccc([N+](=O)[O-])cc3)ccnc12	102	.	97	100	99	94	110	89
O=C(Nc1ccc(Cl)cc1Cl)Nc1ccc(-c2cccnc2)cc1N1CCC(CO)CC1	36	35	21	47	67	38	17	27
Cc1ccc(C(F)(F)F)cc1N1CCN(C(=O)[C@@H]2C[C@@H]2c2ccc(S(F)(F)(F)(F)F)cc2)CC1	85	92	104	105	98	99	83	94
O=[N+]([O-])c1cccc(-c2nc3sccn3c2-c2ccnc(NCCCNS(=O)(=O)c3cccc(F)c3)n2)c1	31	-29*	-19*	-4.7*	-17*	-18*	-13*	-71*
COc1cc(CNC(=O)CCCC/C=C/C(C)C)ccc1OCc1cn(-c2ccc([N+](=O)[O-])cc2)nn1	96	92	100	102	80	90	64	76
CC(C)c1cc(-c2nc3ccc(F)cc3[nH]2)no1	105	101	108	105	134	95	103	99
Cc1ccc(-n2nc(C#N)c(N3CCCC3)n2)cc1	93	114	101	106	.	103	78	102
CNc1cc([N+](=O)[O-])ccc1OCc1ccccc1	108	96	91	110	95	93	73	93
COC(=O)C(C)NS(=O)(=O)/N=C1\NC(=O)NC1=C(Cl)Cl (centres undefined)	107	110	105	99	109	.	107	99
Clc1nc2ccccc2cc1-c1nnc(-c2cccnc2)o1	119	98	96	109	92	96	99	103
CCN(CC)CC(C)(O)CNc1cc(OC)cc2cccnc12 (centres undefined)	93	97	103	108	98	94	.	99
CCc1ccc2nc(NC(=O)Cc3ccc(NC(C)=O)cc3)sc2c1	101	109	102	108	90	104	91	105
CCCCCc1cc[n+](CC(O)c2ccccc2)cc1 (centres undefined)	100	75	101	104	68	91	46	99
C#CCOc1ccccc1C(Nc1ccc([N+](=O)[O-])cc1)c1nnnn1C1CCCCC1 (centres undefined)	95	95	73	94	95	68	83	88
O=C1NC(=O)C(Cn2cnc3ccccc32)C(=O)N1	100	106	101	104	114	97	100	101
COC1OC(CO)C(OC)C(O)C1NC(O)COCCOC(O)CNC(=S)N=Nc1c(O)[nH]c2ccccc12 (centres undefined)	105	110	103	105	132	.	106	100

Rows are unselected (roughly 12% active in at least one column).
